Screens: PubChem, National Center for Advancing Translational Sciences (NCATS)
GFP derepression: qHTS Assay for Epigenetic Modulators; hit rate 0.09% among 68,000; AID 597, 2007; Potency, µM (doses to about 46.1 µM), for the others: top-dose GFP derepression (activation); mouse C127i GFP locus derepression, cytometry, 30 h; note: % of control where 0% means no effect
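Read-out is the number of GFP-positive cells, scored as fluorescent objects 20 to 120 um wide, reflecting derepression of a silenced CMV-GFP reporter in murine C127i cells after 30 h compound exposure at 37 C.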
A350 fluor: qHTS Assay for Spectroscopic Profiling in A350 Spectral Region; max dye-equivalent concentration, M; hit rate 11% among 59,000; Compound autofluorescence, 340/450 nm, Alexa 350 dye-equivalents; hits give high values; in the data active = max dye-equivalent concentration above about 10 nM; inconclusive = mostly about 1.1 nM to 9.6 nM
Fluorescein autfl: qHTS Assay for Spectroscopic Profiling in Fluorescein Spectral Region. max fluorescein-equivalent concentration, M. hit rate 0.91% among 59,000. Compound autofluorescence, 480/540 nm, fluorescein-equivalent; hits give high values; in the data active = max fluorescein-equivalent concentration above about 10 nM; inconclusive = between about 1.1 nM and that limit
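Fluorescein stocks ranging 3 mM down to 300 nM, plus DMSO blanks, were pinned alongside compounds to build a per-plate standard curve. Buffer: 100 mM Tris, pH 8.0. Incubation 15 min, room temperature; filters 480/540 nm.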
Caspase-7 inhib: qHTS Assay for Allosteric/Competitive Inhibitors of Caspase-7; recombinant caspase-7, Ac-DEVD-AFC fluorescence rate; Potency, µM (highest dose often 57.5 µM), inactives show at the highest dose activity change, negative = inhibition, actives largely listed as inhibitors; hit rate 0.02% among 75,000; P55210; AID 889, 2007; active = well fitted inhibition curve with a large enough effect in the main read-out, with a control signal flat, not every such curve was filed as active; inconclusive = small, poorly fitted or top-dose-only effect, or a change in a side signal; note: potency is the fitted concentration of half-maximal effect; % of control where 0% means no effect
USP2a inh: qHTS Assay for Inhibitors of Ubiquitin-specific Protease USP2a; Ubiquitin carboxyl-terminal hydrolase 2 (Homo sapiens), O75604; USP2a enzymatic assay, qHTS inhibition; Potency, µM (highest dose often 38.3 µM), without a hit: at the top dose activity change, negative = inhibition, usual class: inhibitors; hit rate 0.1% among 60,000;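 note: potency is the fitted concentration of half-maximal effect; nearly all actives have a fitted effect of over 60% in size; plate controls were DMSO for no effect and NEM full inhibition control for full effect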
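USP2 core (20nM final) preincubated 30 min RT with compound, then Ub-PLA2 20nM and NBD C6-HPC 20uM final added; buffer 20mM Tris-HCl pH 8.0, 2mM CaCl2. Fluorescence Ex 460/Em 535 read at 0 and 2.5 h; normalized to NEM.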
Caspase-1 inhib: qHTS Assay for Allosteric/Competitive Inhibitors of Caspase-1 | P29466 | Caspase-1 enzyme, Ac-WEHD-AFC fluorogenic rate | Potency, µM (doses to about 57.5 µM), for the others: at the highest dose activity change, negative = inhibition, most hits filed as inhibitors | hit rate 0.03% among 75,000 | AID 900, 2007;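 note: potency is the fitted concentration of half-maximal effect; plate controls were vehicle for no effect and no substrate for full effect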
BRCT inh red: qHTS Assay for Inhibitors of BRCT-Phosphoprotein Interaction (Red Fluorophore). Breast cancer type 1 susceptibility protein (Homo sapiens), P38398. BRCT-phosphopeptide binding, red fluorescence polarization. Potency, µM (top dose mostly 76.9 µM), inactives show top-dose activity change, negative = inhibition, actives largely listed as inhibitors. hit rate 0.03% among 75,000. AID 892, 2007; note: % is set by controls: 0 for no effect and ±100 for the full control effect
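Rhodamine-labelled pBACH1 10-mer (100 nM) bound to BRCT domain (100 nM) at pH 7.3; compounds incubated 12 min room temperature, polarization read. Free peptide defines full inhibition; unlabelled decapeptide titrated as control.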
HEK293 cAMP ctrl: qHTS Assay for Agonists of the Thyroid Stimulating Hormone Receptor: Activators of Intracellular cAMP Concentrations in Parental HEK 293; AID 938, 2007; Potency, µM (titrated, usually from 57.1 µM), without a hit: at the highest dose activation, hits mostly activators; hit rate 2.5% among 73,000; parental HEK293 CNG cAMP sensor, membrane potential fluorescence; note: potency is the fitted concentration of half-maximal effect; % of control where 0% means no effect; nearly all actives have a fitted effect of over 55% in size
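Parental HEK 293 cells stably expressing a modified CNG channel (no TSHR) report cAMP rise as membrane depolarization. Membrane potential dye with 100 uM RO 20-1724 was loaded for 60 min at room temperature, then compound added for 30 min; fluorescence read at 590 nm.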
4MU fluor: qHTS Assay for Spectroscopic Profiling in 4-MU Spectral Region | compound autofluorescence, 340/450 nm, 4-MU equivalents; hits give high values | max dye-equivalent concentration, M | hit rate 11% among 59,000; in the data active = max dye-equivalent concentration above about 10 nM; inconclusive = mostly about 1.1 nM to 9.6 nM
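Compounds in 100 mM Tris, pH 8.0, sat 15 min at room temperature before fluorescence was read at 340 nm excitation/450 nm emission; a per-plate six-point 4-MU standard curve converted signals to dye-equivalent concentration at each compound concentration.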
Ub-GFP proteasome: Ubiquitin-GFP Assay; Ubiquitin-GFP reporter cells, proteasome inhibition, GFP fluorescence; response scale: untreated = 0%, 10 µM MG-132 = 100%; Potency, µM (highest dose often 45.9 µM), inactives show top-dose activation (GFP accumulation), actives largely listed as activators; AID 526, 2006; 67,000 tested, under 10 active; active = well fitted activation curve with a large enough effect, not every such curve was filed as active; inconclusive = small, poorly fitted or top-dose-only effect, or another doubt; inactive = no such curve, though single readings can be large or run the other way; note: potency is the fitted concentration of half-maximal effect
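GFP accumulation read-out: laser plate cytometry counting ubiquitin(G76V)-GFP-expressing U2OS cells after 4 hr compound exposure at 37 °C. Titrations spanned 46 uM to 2.9 nM; 0% = basal, 100% = 10 uM MG-132; concentration-response curves fitted.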
BRCT PPI green: qHTS Assay for Inhibitors of BRCT-Phosphoprotein Interaction (Green Fluorophore); Breast cancer type 1 susceptibility protein (Homo sapiens), P38398; hit rate 0.05% among 75,000; BRCA1 BRCT-phosphopeptide binding, green fluorescence polarization; Potency, µM (titrated, usually from 76.9 µM), for the others: at the top dose activity change, negative = inhibition, actives largely listed as inhibitors;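 note: potency is the fitted concentration of half-maximal effect; plate controls were peptide without protein for full effect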
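Fluorescence polarization: His-tagged BRCT (~35 kDa BRCA1 C-terminus, 250 nM) bound to 100 nM fluorescein-labeled phosphorylated 10-aa BACH1 peptide, pH 7.3 phosphate buffer with DTT and Tween 20. Compounds incubated 12 min at room temperature; inhibition read as lowered polarization.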
* = called active by the depositor; i = inactive; ? = inconclusive; nt = not tested or not shown; [ ] = remark or other dose. Unless noted, calls come from the whole dose curve; as a rule, active = well fitted curve in the direction sought with a large enough effect; inconclusive = small, poorly fitted or top-dose-only effect, or another doubt; inactive = no such curve, though single readings can be large; an effect the other way counts as inactive or inconclusive. An excerpt (hit frequency here may not be typical).

SMILES	GFP derepression	A350 fluor	Fluorescein autfl	Caspase-7 inhib	USP2a inh	Caspase-1 inhib	BRCT inh red	HEK293 cAMP ctrl	4MU fluor	Ub-GFP proteasome	BRCT PPI green
O=C(C1COc2ccccc2O1)N1CCc2ccccc21 (stereo not drawn)	0%	2.7e-08M*	?	-16%	8%	-5%	-6.2%	10%	2e-08M*	-3%	-3.6%
COc1ccc(NC(=O)NC(C)c2ccncc2)cc1OC (stereo not drawn)	0%	i	i	4%	-6%	-2%	0.0%	17%	i	-6%	-1.8%
COc1ccccc1-c1nnc(SCC(=O)Nc2nc(-c3ccccc3)cs2)n1C	2%	i	i	-4%	42%[activator]	-6%	0.0%	?	i	-5%	1.2%
O=C(Nc1ccc(Cl)cc1C(=O)N1CCOCC1)c1ccco1	-3%	i	i	1%	-11%	1%	-2.0%	10%	i	0%	-1.8%
Cc1cccc(NC(=O)CN(C)S(=O)(=O)c2ccccc2)n1	0%	i	i	-1%	-5%	3%	-12%	7%	i	5%	-4.5%
CSc1nnnn1-c1ccc(C(=O)OCC(=O)N2CCOCC2)cc1	-2%	i	i	-1%	-1%	2%	0.3%	3%	i	2%	-2.0%
CCOc1ccc(-n2ccnc2SCC(=O)Nc2nnc(CC)s2)cc1	0%	i	i	-7%	2%	0%	-1.7%	?	i	7%	-4.9%
COc1ccc(Cl)cc1NC(=O)CC(C)=O	-2%	nt	nt	0%	0%	0%	0.5%	21%	nt	-1%	-2.7%
Fc1ccccc1OCCCCn1cncn1	0%	i	?	1%	6%	0%	1.4%	1%	i	8%	-0.7%
COC(=O)C1=C(C)NC(C)=C(C(=O)OC)C1c1ccc(NC(C)=O)cc1	5%	1.9e-07M*	?	-8%	0%	-6%	0.6%	8%	1.5e-07M*	-6%	-1.9%
CN(C)c1cccc(C(=O)NC2CCCCCC2)c1	6%	?	i	0%	4%	-1%	-1.0%	24%	?	-4%	0.2%
CC(=O)OC1CC2C(C)(C)C(O)C=C[C@@]2(C)C2CC[C@@]3(C)C(c4ccoc4)OC(=O)C4OC43[C@]12C (stereo partly drawn)	nt	nt	nt	2%	40%[activator]	1%	0.6%	nt	nt	nt	1.3%
CSc1nnc2c3c4c(sc3c(=O)n(-c3ccccc3)n12)CC(C)(C)OC4	-2%	i	i	-1%	4%	-1%	1.1%	-2%	i	-4%	1.4%
CC(C)CCNC(=O)C1CCN(c2nc3ccccc3o2)CC1	3%	i	i	0%	12%	1%	0.5%	3%	i	-2%	-4.2%
COc1cc(N[C@@H](C)CCCN)c2ncccc2c1	0%[20.6 µM]	i	?	-22%[25.7 µM]	2%[17.1 µM]	2.5µM*	-0.3%[34.4 µM]	-5%[25.6 µM]	i	-4%[20.5 µM]	0.3%[34.4 µM]
Cc1ccc(-c2nnn(CC(=O)NC3CC4CCC3C4)n2)cc1 (stereo not drawn)	-2%	i	?	5%	0%	1%	1.1%	16%	i	-1%	-1.4%
CCOC(=O)CN1CC23C=CC(O2)C(C(=O)Nc2ccc(F)cc2)C3C1=O (stereo not drawn)	0%	i	i	0%	-4%	1%	-1.7%	1%	i	4%	-2.6%
CCc1ccccc1N(CC(=O)OC)S(C)(=O)=O	-1%	i	i	1%	-5%	1%	-0.2%	5%	i	-1%	-1.3%
Cc1csc2ncc(C(=O)Nc3cccc(C(F)(F)F)c3)c(=O)n12	nt	nt	nt	0%	nt	2%	-1.0%	-5%	nt	-8%	-2.9%
COc1ccccc1N(CC(=O)Nc1c(C)cccc1C)S(C)(=O)=O	-2%	nt	nt	2%	4%[7.66 µM]	0%	-0.2%	11%[11.4 µM]	nt	-3%[9.17 µM]	-0.5%
CCOc1ncccc1C(=O)OCc1nnc(-c2ccccc2)o1	-1%	i	?	nt	-2%	-1%	0.8%	14%	i	-1%	-2.4%
COc1ccc(S(=O)(=O)N2CCCC2C(=O)Nc2ccc(C(C)=O)cc2)cc1 (stereo not drawn)	0%	nt	nt	2%	nt	4%	-0.8%	10%	nt	-1%	0.4%
CCCCn1c(SCC(=O)NCc2ccco2)nnc1-c1ccco1	-1%	i	i	-1%	31%	0%	-0.3%	?	i	1%	0.0%
O=C(c1ccco1)N(CCCN1CCOCC1)c1nc(-c2ccc(Cl)cc2)cs1	0%	i	i	-2%	28%	-3%	-0.3%	?	i	-3%	-0.6%
Cc1ccc(S(=O)(=O)c2nc(-c3ccccc3)oc2NCCN2CCOCC2)cc1	-3%	i	i	0%	20%	1%	-0.3%	18%	i	2%	-0.8%
Other records follow:
SMILES	GFP derepression	A350 fluor	Fluorescein autfl	Caspase-7 inhib	USP2a inh	Caspase-1 inhib	BRCT inh red	HEK293 cAMP ctrl	4MU fluor	Ub-GFP proteasome	BRCT PPI green
CCC(=O)Nc1cc(C)c(NC(=O)CCc2ccccc2)cn1	2%	1.5e-08M*	?	-5%	9%	-12%	-0.7%	7%	1.6e-08M*	-1%	0.6%
O=C(O)/C(=C\c1ccncc1)c1cccc2ccccc12	-6%[9.22 µM]	i	i	-8%[11.5 µM]	nt	-3%[11.5 µM]	1.3%[15.4 µM]	1%[11.4 µM]	i	-4%[9.17 µM]	-3.1%[15.4 µM]
COc1ccc(CC(=O)c2ccc(O)cc2O)cc1OC	7%	nt	nt	-1%	1%	-3%	0.3%	11%	nt	7%	-0.1%
COc1ccccc1CN1CC2(CCN(S(C)(=O)=O)CC2)C1	7%[9.22 µM]	i	i	-1%	8%	0%	-2.1%	-8%	i	-1%	-2.4%
Cc1ccc(S(=O)(=O)NCCOC(=O)Nc2sc(=S)n(C)c2C)cc1	-2%	nt	nt	2%	9%[7.66 µM]	-2%	-0.4%	-11%[11.4 µM]	nt	-9%[9.17 µM]	-2.6%
C[C@H]1C=C2C=C[C@H](C)[C@H](CC[C@@H]3C[C@@H](O)CC(=O)O3)[C@H]2[C@@H](OC(=O)[C@@H](C)CCO)C1	0%	nt	nt	-5%	nt	-3%	-2.9%	?	nt	7%	-0.7%
Cc1cc(N2C(=O)CCC2=O)n(-c2ccccc2)n1	-3%	i	?	-1%	-9%	0%	-2.0%	6%	i	-2%	-0.9%
O=c1c2ccccc2sn1-c1cc(S(=O)(=O)N2CCOCC2)ccc1N1CCOCC1	-3%	i	i	-2%	-3%	0%	1.2%	-2%	i	0%	-1.1%
Cc1ccc(-c2cc3nc4c(c(=O)n3[nH]2)CCCC4)cc1	8%	nt	nt	2%	-6%	-1%	0.9%	8%	nt	21%	-1.5%
O=C(NCC1COc2ccccc2O1)C1CCCN(S(=O)(=O)c2cnc[nH]2)C1 (stereo not drawn)	0%	nt	nt	-2%	nt	0%	-0.7%	?	nt	6%	1.2%
COc1ccc(-n2c(N)c(-c3nc4ccccc4n3C)sc2=S)cc1	?	?	i	-24%	12%	?	-0.5%	-21%	?	-5%	2.0%
COC(=O)[C@@]1(Cc2ccc(OC)cc2)[C@H]2c3cc(C(=O)N4CCCC4)n(Cc4cc(F)cc5c4OCOC5)c3C[C@H]2CN1C(=O)c1ccccc1	nt	nt	nt	-4%	nt	-2%	0.3%	4µM*	nt	nt	-1.0%
COCCCNC(=O)c1cn(C)c(=O)c2cc(OC)c(OC)cc12	-4%	i	i	0%	3%	0%	0.1%	5%	i	-5%	1.3%
CCCCN1C(=O)C2C(c3ccc(OC)cc3O)NC(CC(C)C)(C(=O)O)C2C1=O (stereo not drawn)	nt	nt	nt	-1%	nt	-2%	0.9%	1%	nt	1%	-1.6%
Cn1c(-c2ccc(CN3CCCCC3)o2)nc2ccccc21	0%	1.5e-08M*	?	-2%	6%	-3%	0.7%	22%	1.2e-08M*	nt	4.7%
Cc1ccc(S(=O)(=O)NC(=O)OC23COCN2COC3)cc1	0%[9.22 µM]	i	?	-1%[11.5 µM]	nt	-1%[11.5 µM]	0.7%[15.4 µM]	16%[11.4 µM]	i	-9%[9.17 µM]	-1.4%[15.4 µM]
CCN(CC)C(=O)CCCOc1ccc(Cl)cc1Cl	nt	nt	nt	-2%	nt	-4%	0.9%	7%	nt	nt	0.0%
COc1ccc(S(=O)(=O)N2CCC(C(=O)N3CCCC3)CC2)cc1Cl	10%	i	i	-1%	7%	1%	0.7%	5%	i	-2%	-1.3%
